MPTP inh – inhibitors of mitochondrial permeability transition pore. isolated mouse mitochondria, Ca2+ swelling absorbance, 30 min. inhibition, % at 10 µM. hit rate 1.4% among 360,000. AID 602449;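 active = inhibition of 50% or more, scaled per plate between neutral and stimulator controls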;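 also: 0% = DMSO wells given calcium and 100% = 1 mM EGTA wells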
SENP8 block – SENP8 (human) protease inhibition. inhibition, % at 20 µM. hit rate 0.64% among 360,000. recombinant SENP8, Nedd8 substrate fluorescence; in the data active = inhibition mostly above about 40%, no sharp cut-off; inactive = mostly below about 27%
GRIN3A LBD mod – modulates the human NR3A ligand-binding domain. Tm shift relative to glycine control, % at 25 µM. hit rate 2.5% among 340,000. NR3A LBD differential scanning fluorimetry, Tm shift; 0% = protein alone, 100% = glycine-bound protein;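 active = melting temperature shift of at least 10% of the positive control shift, at one fixed dose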
PfG6PD inh – PfG6PD (Plasmodium falciparum) enzyme inhibition. PfGluPho enzyme, NADPH resazurin-diaphorase fluorescence. inhibition, % at 20 µM. hit rate 0.78% among 350,000. AID 504690;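 active = inhibition reaching at least a set limit at 20 µM in the primary screen, cut at about 59% in these data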;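 also: 0% = DMSO wells with substrate and 100% = DMSO wells lacking glucose-6-phosphate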
ATG4B inhibitor – inhibitors of human ATG4B cysteine protease; Q9Y4P1; ATG4B cleavage of LC3-PLA2, NBD-HPC fluorescence, 1 h; inhibition, % at 8.33 µM; hit rate 0.51% among 340,000; in the data active = inhibition above about 40%
Target sequence (Q9Y4P1 whole entry, looked up): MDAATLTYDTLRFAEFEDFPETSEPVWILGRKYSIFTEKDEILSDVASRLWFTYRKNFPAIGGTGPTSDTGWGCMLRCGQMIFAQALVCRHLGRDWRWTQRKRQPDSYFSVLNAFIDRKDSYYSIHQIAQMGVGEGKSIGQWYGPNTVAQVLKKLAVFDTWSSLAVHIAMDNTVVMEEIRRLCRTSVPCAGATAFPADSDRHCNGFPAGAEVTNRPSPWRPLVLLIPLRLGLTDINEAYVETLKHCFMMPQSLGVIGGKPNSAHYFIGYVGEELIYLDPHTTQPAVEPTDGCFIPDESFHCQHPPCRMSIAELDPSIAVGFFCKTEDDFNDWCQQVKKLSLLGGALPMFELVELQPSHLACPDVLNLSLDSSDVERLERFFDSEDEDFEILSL
hIAP act – human IAP activation. purified human IAP, CDP-Star luminescence, 30 min; active compounds read high; 1 = vehicle-only enzyme, 0 = enzyme-free background. activation factor at 10 µM. hit rate 0.16% among 330,000. AID 2524;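 active = activation factor of the enzyme at least 2-fold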; also: the source names both 10 and 20 µM as test concentration; values of inactives mirror those of a sister screen read the other way
SENP6 inh – blocks the human protease SENP6. hit rate 1.8% among 330,000. AID 2599. Recombinant SENP6 catalytic domain, aminoluciferin luminescence. inhibition, % at 10 µM;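 active = inhibition above about 50% at the single tested dose, limit read from the data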;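 also: plate controls were DMSO wells with enzyme for no effect and DMSO wells lacking enzyme for full effect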
SENP1 inh – blocks the human SENP1 SUMO protease catalytic domain. Q9P0U3. recombinant SENP1 catalytic domain, CyPet-SUMO1-YPet FRET cleavage. inhibition, % at 10 µM. hit rate 0.21% among 360,000. AID 624204;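 active = inhibition at least 30% at 10 µM, raw YFP signal under a set limit, fluorescence ratio 0.5 to 1.5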;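 also: 0% = enzyme with DMSO and 100% = no enzyme wells; some results filed as inactive read as strong as hits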
Target sequence (Q9P0U3 419-644 limits assumed): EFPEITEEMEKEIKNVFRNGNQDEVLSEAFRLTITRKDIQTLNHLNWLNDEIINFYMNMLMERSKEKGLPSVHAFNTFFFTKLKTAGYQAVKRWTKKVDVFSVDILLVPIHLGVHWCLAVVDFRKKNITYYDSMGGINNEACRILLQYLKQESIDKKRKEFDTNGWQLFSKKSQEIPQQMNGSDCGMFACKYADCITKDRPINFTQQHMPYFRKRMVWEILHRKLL
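System: Recombinant human SENP1 catalytic domain, His6-tagged | Incubation: Enzyme reaction for 50 min at room temperature, dark | Medium: Tris pH 8 with BME, BSA, NP40 and catalase | Also added: 25 nM SUMO1 FRET substrate | Compound: 10 µM single point, 0.5% DMSO | Measured by: FRET fluorescence in CFP and YFP emission channels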
* hit, by the source's call; . = not tested or not shown.

#1 COc1ccc(N(CC(=O)NC(C)(C)C)C(=O)CCC(=O)Nc2nccs2)cc1
#2 CCN(CC)S(=O)(=O)c1ccc(NC2c3ccccc3C(=O)N2Cc2ccco2)cc1 (stereo not drawn)
#3 O=C(Cn1nc(C(F)(F)F)c2c1CCC2)NC1CCCCC1
#4 ON=C1CCCCCCCC1
#5 COC(=O)C1CCN(C(=O)Cc2ccc(C)cc2)CC1
#6 O=C(Oc1oc(-c2ccco2)nc1C=Nc1ccccc1)c1ccoc1
#7 COc1cccc(OC(=O)c2cc3ccccc3oc2=O)c1
#8 O=C(NN1CC(=O)N(c2cc(Cl)cc(Cl)c2)CC1=O)c1cccs1
Assay by compound | 1 | 2 | 3 | 4 | 5 | 6 | 7 | 8
MPTP inh | 0.7 | 1.1 | 1.3 | 0.6 | 6.9 | 2.0 | 5.2 | 0.9
SENP8 block | 13 | 14 | 14 | 8 | 16 | 7 | -26 | 19
GRIN3A LBD mod | -2 | 5 | 1 | 0 | 1 | 2 | -3 | -1
PfG6PD inh | 16 | 13 | 0 | 4 | 1 | 24 | -8 | -3
ATG4B inhibitor | 1 | 0 | 2 | 5 | -3 | -12 | -5 | -10
hIAP act | 0.89 | 0.9 | 0.96 | . | 0.84 | 0.97 | 1.1 | 1.1
SENP6 inh | 1 | -19 | -7 | . | -15 | -4 | 1 | 1
SENP1 inh | 0 | 0 | -1 | 0 | 0 | 1 | 1 | 2

Whole records from above. Order of screens: MPTP inh	SENP8 block	GRIN3A LBD mod	PfG6PD inh	ATG4B inhibitor	hIAP act	SENP6 inh	SENP1 inh
Shown for `COc1ccc(N(CC(=O)NC(C)(C)C)C(=O)CCC(=O)Nc2nccs2)cc1` = 0.7	13	-2	16	1	0.89	1	0
Shown for `O=C(Cn1nc(C(F)(F)F)c2c1CCC2)NC1CCCCC1` = 1.3	14	1	0	2	0.96	-7	-1
Shown for `COC(=O)C1CCN(C(=O)Cc2ccc(C)cc2)CC1` = 6.9	16	1	1	-3	0.84	-15	0
Shown for `COc1cccc(OC(=O)c2cc3ccccc3oc2=O)c1` = 5.2	-26	-3	-8	-5	1.1	1	1
Shown for `O=C(Oc1oc(-c2ccco2)nc1C=Nc1ccccc1)c1ccoc1` = 2.0	7	2	24	-12	0.97	-4	1

An excerpt from above in order of their number in SENP8 block, high to low.
#8 O=C(NN1CC(=O)N(c2cc(Cl)cc(Cl)c2)CC1=O)c1cccs1
#3 O=C(Cn1nc(C(F)(F)F)c2c1CCC2)NC1CCCCC1
#4 ON=C1CCCCCCCC1
Assay by compound | 8 | 3 | 4
MPTP inh | 0.9 | 1.3 | 0.6
SENP8 block | 19 | 14 | 8
GRIN3A LBD mod | -1 | 1 | 0
PfG6PD inh | -3 | 0 | 4
ATG4B inhibitor | -10 | 2 | 5
hIAP act | 1.1 | 0.96 | .
SENP6 inh | 1 | -7 | .
SENP1 inh | 2 | -1 | 0

New compounds follow:
#9 COc1cc(NC(=S)NC(=O)c2c(OC)cccc2OC)ccc1NC(=O)c1cccs1
#10 CCOc1ccc2nc(SCC(=O)NCc3ccc(S(N)(=O)=O)cc3)[nH]c2c1
#11 COc1ccc(C(=O)c2ccsc2N)cc1
#12 CS(=O)(=O)Nc1ccc(C2=NN(S(C)(=O)=O)C(c3ccc4nccnc4c3)C2)cc1 (stereo not drawn)
#13 CCOc1ccccc1NC(=O)c1ccc(C(=O)Nc2ccccc2OCC)nc1
#14 CCOCc1nnc(NC(C)=O)s1
#15 CC(C)c1csc(CN2CCC(C(=O)Nc3cccc(-c4ccco4)c3)CC2)n1
#16 Cc1[nH]c2ccccc2c1C(=O)CSc1nccc(=O)[nH]1
Assay by compound | 9 | 10 | 11 | 12 | 13 | 14 | 15 | 16
MPTP inh | -0.9 | -1.5 | 0.2 | -1.4 | 0.8 | -0.6 | 0.4 | 0.7
SENP8 block | 30 | 17 | 10 | 1 | -17 | 6 | -5 | 23
GRIN3A LBD mod | 1 | 1 | . | -2 | -1 | 0 | . | -2
PfG6PD inh | -5 | -23 | 9 | -23 | -18 | -17 | 24 | -13
ATG4B inhibitor | 0 | -3 | -5 | -33 | 12 | -3 | . | 3
hIAP act | 1 | 1.2 | 0.8 | 0.85 | 1.1 | 1 | . | 1
SENP6 inh | -4 | -3 | 38 | 3 | 1 | -10 | . | 8
SENP1 inh | -1 | 0 | 22 | -8 | -17 | 3 | -33 | 0

#17 O=C(NCc1ccccc1)C1CCCN(C(=O)Nc2ccccc2)C1 (stereo not drawn)
#18 COc1ccc(-c2cn3ccccc3n2)cc1OC
#19 CC(Oc1cccnc1[N+](=O)[O-])C(=O)Nc1cccc(Cl)c1 (stereo not drawn)
#20 C/C(=N\NC(=O)C1CC1)c1ccc(OC(F)F)cc1
#21 CCOC(=O)c1c(-c2ccc(Cl)cc2)c(C#N)c(=O)n(N)c1N
#22 CC1CCCCN1Cc1c(O)ccc2c(=O)c(-c3ccccc3)coc12 (stereo not drawn)
#23 CC1CCCC(NC(=O)CCn2c(=S)oc3ccccc32)C1C (stereo not drawn)
#24 CCOC(=O)c1c(C)nc2ccc(Cl)cc2c1-c1ccccc1
Assay by compound | 17 | 18 | 19 | 20 | 21 | 22 | 23 | 24
MPTP inh | 0.4 | -1.8 | -1.1 | -0.3 | -0.2 | -1.0 | 0.7 | 5.1
SENP8 block | 19 | -273 | 22 | 17 | -1 | -283 | 7 | 4
GRIN3A LBD mod | 0 | -1 | 0 | -3 | -2 | 0 | -2 | 9
PfG6PD inh | 7 | 5 | 13 | -8 | -2 | 3 | -4 | -3
ATG4B inhibitor | 12 | 7 | 0 | 1 | -9 | -5 | 5 | 4
hIAP act | 1.2 | 1.1 | 0.96 | 0.97 | 0.87 | 1.1 | 0.92 | 1.1
SENP6 inh | 2 | 45 | -6 | 1 | -8 | -3 | -7 | 3
SENP1 inh | 2 | 3 | 2 | 1 | 2 | 0 | -2 | 1

#25 O=C(C1CCCO1)N1CCN(S(=O)(=O)c2cc(C(F)(F)F)ccc2Cl)CC1 (stereo not drawn)
#26 C=CCC1NS(=O)(=O)OC2CCCCC12 (stereo not drawn)
#27 CCC1ON(C(C)C)C2c3nc4ccccc4n3CC12 (stereo not drawn)
#28 COc1ccc(NC(=O)CO/N=C2\CCCc3nonc32)cc1
#29 CCCCNC(=O)N1c2ccccc2CC1C (stereo not drawn)
#30 c1ccc(-c2cc3c(N4CCN(c5ccccc5)CC4)ncnc3s2)cc1
#31 CCN1C=C(C(=O)OC)C(c2cccc(C)c2)C(C(=O)OC)=C1
#32 CC1CN(C(=O)Nc2cccc(C(F)(F)F)c2)CC(C)O1 (stereo not drawn)
Assay by compound | 25 | 26 | 27 | 28 | 29 | 30 | 31 | 32
MPTP inh | 0.3 | 0.7 | -0.7 | 0.3 | -0.4 | 3.3 | -1.5 | 6.3
SENP8 block | 1 | 5 | -32 | 14 | 8 | -316 | -369 | 16
GRIN3A LBD mod | 1 | -3 | 1 | -3 | 1 | -10 | -2 | -5
PfG6PD inh | 5 | 2 | -9 | -7 | -7 | 7 | -29 | 1
ATG4B inhibitor | 6 | 6 | 5 | -2 | -1 | -7 | -1 | 6
hIAP act | 0.97 | 0.98 | 1.2 | 0.87 | 0.86 | 0.82 | 1.1 | 1.1
SENP6 inh | -14 | 9 | -24 | -11 | -4 | -6 | -5 | -14
SENP1 inh | 2 | 0 | 0 | -2 | 0 | -6 | -16 | 1

Source: PubChem BioAssay (Sanford-Burnham Center for Chemical Genomics)
